SF-1 act = activators of human nuclear receptor SF-1 | 1.9% of 65,000 active | CHO-K1 Gal4-SF-1 LBD luciferase reporter; % increase over DMSO SF-1-specific signal | activation, % at 10 µM;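 active = activation above the mean activation of all tested compounds plus 3 SD, cut at about 50% in these data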
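Assay system – CHO-K1 cells with Gal4–hSF-1 LBD chimera plus Gal4-driven luciferase · Quantity – 4,000 cells per well · Times – compound added 1 h post-seeding, 20 h exposure at 37 °C, 5% CO2 · Measured by – luciferase light emission · Benchmarks – DMSO and mock-transfected background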
Her2 expr inh = Her2 kinase expression inhibition | P04626 | SKBR-3 HER2 protein level, AlphaScreen, 18-24 h; active compounds read low | HER2 level % of control, % at 10 µM | 0.69% of 65,000 active;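 active = HER2 level under 5% of the carrier-only control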;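 also: 100% = DMSO carrier and 0% = 500 nM PU-H71 HSP90 inhibitor; lower value means stronger loss of Her2 protein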
RORA act = activates the human nuclear receptor RORA; P35398; CHO-K1 Gal4-RORA LBD luciferase reporter, luminescence; percent increase over mock-subtracted basal signal; activation, % at 10 µM; 1.5% of 65,000 active;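 active = activation above the mean of all tested compounds plus 3 SD, cut at about 49% in these data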;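 also: 0% = DMSO-treated RORA cells and 100% = added signal equal to DMSO minus mock-transfected cells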
Target sequence (P35398 whole entry, looked up, the tested form may be a part): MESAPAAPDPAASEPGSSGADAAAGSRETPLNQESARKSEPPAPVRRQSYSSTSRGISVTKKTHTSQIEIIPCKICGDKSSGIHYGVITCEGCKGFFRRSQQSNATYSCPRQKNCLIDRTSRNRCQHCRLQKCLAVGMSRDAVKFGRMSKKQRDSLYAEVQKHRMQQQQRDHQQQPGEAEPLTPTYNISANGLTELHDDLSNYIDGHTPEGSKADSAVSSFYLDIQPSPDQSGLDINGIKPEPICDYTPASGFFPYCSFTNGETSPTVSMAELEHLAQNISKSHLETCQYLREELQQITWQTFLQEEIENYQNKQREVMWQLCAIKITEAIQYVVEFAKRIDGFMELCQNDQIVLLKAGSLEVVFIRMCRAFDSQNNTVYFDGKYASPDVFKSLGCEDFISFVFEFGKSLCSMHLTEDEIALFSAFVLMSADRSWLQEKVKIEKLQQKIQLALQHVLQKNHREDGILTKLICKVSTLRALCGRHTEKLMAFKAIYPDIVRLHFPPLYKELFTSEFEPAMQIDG
Hsp90 inh = displaces geldanamycin probe from tumor Hsp90 | P07900 | NCI-N417 lysate Hsp90, Cy3B-geldanamycin FP displacement | inhibition, % at 30 µM | 0.35% of 64,000 active;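 active = inhibition above 50%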;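 also: 0% = tracer plus lysate wells and 100% = tracer alone without lysate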
Cdc25B block = human M-phase inducer phosphatase 2 inhibition; P30305; recombinant Cdc25B, OMFP fluorescence Ex485/Em525; inhibition, %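 (compounds tested at 10 µM final in the well)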; 0.1% of 65,000 active; AID 368; in the data active = inhibition above about 50%
TNAP act mid DEA = human TNAP activation, intermediate phosphate acceptor; activation factor at 20 µM; purified TNAP, CDP-star luminescence, 100 mM DEA, 30 min; active compounds read high; scale: 0 levamisole-inhibited, 1 vehicle-only enzyme; 64,000 tested, under 10 active;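 active = activation factor of at least 2 at 20 µM, relative to controls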
Target sequence (P05186 whole entry, looked up): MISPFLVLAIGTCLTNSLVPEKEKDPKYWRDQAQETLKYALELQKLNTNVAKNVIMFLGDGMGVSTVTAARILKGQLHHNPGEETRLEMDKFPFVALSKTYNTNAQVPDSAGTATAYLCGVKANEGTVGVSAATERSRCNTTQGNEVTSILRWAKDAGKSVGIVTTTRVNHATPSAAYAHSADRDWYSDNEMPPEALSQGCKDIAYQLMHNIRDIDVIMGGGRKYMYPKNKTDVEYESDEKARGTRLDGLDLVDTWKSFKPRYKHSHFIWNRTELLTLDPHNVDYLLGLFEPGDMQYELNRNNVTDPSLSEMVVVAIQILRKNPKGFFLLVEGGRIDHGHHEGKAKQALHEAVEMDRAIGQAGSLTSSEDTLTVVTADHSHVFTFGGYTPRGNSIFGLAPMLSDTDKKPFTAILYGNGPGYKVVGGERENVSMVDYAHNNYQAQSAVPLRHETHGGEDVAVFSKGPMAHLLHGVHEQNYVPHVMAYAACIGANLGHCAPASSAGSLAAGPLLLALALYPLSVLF
DUSP1 inh = inhibitors of human MKP-1 phosphatase. recombinant MKP-1, OMFP hydrolysis fluorescence. inhibition, %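 (compounds tested at a single concentration somewhere between 10 and 100 µM)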. 0.15% of 65,000 active;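 active = inhibition above about 50%, limit read from the data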;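 also: 0% = DMSO max control wells and 100% = wells with enzyme stopped by NaOH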
D1 allo mod = allosterically modulates the human D1 dopamine receptor; HEK293 D1, CRE-luciferase, dopamine EC30 potentiation; actives deviate in either direction; B-score at 10 µM; 5.9% of 58,000 active; AID 641;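 active = luminescence count or its row- and column-corrected plate score outside the 99.7% band of the plate's sample wells, on either side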
FXIIa mix inh = factor XIIa (human) inhibition, mixture screen | P00748 | purified FXIIa, fluorogenic substrate, pooled mixtures | AID 684 | 0.2% of 62,000 active | inhibition, % at 5 µM; in the data active = inhibition above about 20%, passing the limit was not always enough;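 also: 0% = enzyme without compound and 100% = no enzyme blank; some results filed as inactive read as strong as hits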
Numbers without * were called inactive; / = not tested or not shown; & = joins results of further samples.

SMILES	SF-1 act	Her2 expr inh	RORA act	Hsp90 inh	Cdc25B block	TNAP act mid DEA	DUSP1 inh	D1 allo mod	FXIIa mix inh
Cc1ccc(S(=O)(=O)C(C#N)c2nc3ccccc3nc2N2CCCC2)cc1C (configuration not stated)	-12	115	-6	-3	4	0.9	-6	0.79	4
COC(=O)CSc1nnc(-c2cccnc2)n1-c1cccc(OC)c1	-10	121	11	1	1	0.9	-16	/	14
CCn1c(COc2ccc(C)cc2)nnc1SCC(=O)C(C)(C)C	-20	105	-9	-2	-1	0.9	-16	-2.1	0
COCCSc1nc2c(c(=O)[nH]c(=O)n2C)n1CCC(C)C	10	108	8	-4	-10	0.9	-1	11*	8
CN(Cc1nc2ccccc2n1C)S(C)(=O)=O	3	118	-12	-2	-4	1	4	-1.1	5
O=C(c1ccc(Cl)cc1)C1CCN(C(=O)NC2CCCCC2)CC1	14	83	-20	0	-13	0.9	-3	-0.97	-3
CC(C)(C)NC(=O)COC(=O)c1ccc(S(=O)(=O)N2CCCCCC2)cc1	2	144	-9	-6	2	0.9	29	/	-21
CCn1c(SCC(=O)c2cc(C)n(CC3CCCO3)c2C)nc2ccccc21 (configuration not stated)	-11	100	-1	-8	-25	1	1	-0.36	-1
O=C(COc1ncnc2ccccc12)c1ccc2c(c1)OCCO2	58*	87	-1	0	-13	0.9	-3	0.14	4
Cc1ccc(-n2[nH]c(C)c(C=Nc3ccc(C)cn3)c2=O)cc1	23	103	21	/	1	1	3	-0.28	-1
Cn1cnnc1SCC(=O)n1c2ccccc2c2ccccc21	-5	64	-14	-3	-8	0.9	19	-0.87	0
CC(C)Oc1ccc(C2C(C(=O)c3ccco3)=C(O)C(=O)N2CCCN(C)C)cc1 (configuration not stated)	2	112	7	-6	-1	0.9	-3	0.026	-11
O=C(CN1CCN(c2ccccc2)CC1)Nc1cccc(C(F)(F)F)c1	1	92	-10	1	-9	1	7	-0.7	7
COC(=O)C1C(=O)c2c([nH]c(C(=O)OCCOC(C)C)c2C)CC1C (configuration not stated)	29	59	8	-7	1	1	-4	-0.093	9
O=C(O)c1cccc(Nc2nc(N3CCOCC3)nc(N3CCOCC3)n2)c1	-6	97	-12	-5	3	1	10	0.084	2
O=C1c2ccccc2-c2onc3ccc(NCc4ccco4)c1c23	31	50	27	50*	-22	0.8	-3	2.1	/
CC(c1ccccc1)C(CC(=O)O)C(=O)NC1CCCCC1 (configuration not stated)	2	95	2	-4	-5	0.9	3	-0.23	-16
Cn1c(CSc2nc3ccccc3s2)nnc1SCC(=O)NCCN1CCOCC1	1	82	-5	-2	-9	0.9	0	-0.3	9
Clc1ccc(-c2nn3c(-c4ccccn4)nnc3s2)c(Cl)c1	-18	83	-8	-2	2	1	11	1.3	3
Cc1ccc2c(c1)CC1(CN2C)C(=O)OC2(CCCCC2)OC1=O	-12	90	3	-2	-11	0.9	-16	-0.054	10

Full records, looked up by structure:
Record of Cn1cnnc1SCC(=O)n1c2ccccc2c2ccccc21 : SF-1 act: -5; Her2 expr inh: 64; RORA act: -14; Hsp90 inh: -3; Cdc25B block: -8; TNAP act mid DEA: 0.9; DUSP1 inh: 19; D1 allo mod: -0.87; FXIIa mix inh: 0
Record of Cc1ccc2c(c1)CC1(CN2C)C(=O)OC2(CCCCC2)OC1=O : SF-1 act: -12; Her2 expr inh: 90; RORA act: 3; Hsp90 inh: -2; Cdc25B block: -11; TNAP act mid DEA: 0.9; DUSP1 inh: -16; D1 allo mod: -0.054; FXIIa mix inh: 10

Reformatted: 3 of the compounds above.
| molecule | SF-1 act | Her2 expr inh | RORA act | Hsp90 inh | Cdc25B block | TNAP act mid DEA | DUSP1 inh | D1 allo mod | FXIIa mix inh |
| --- | --- | --- | --- | --- | --- | --- | --- | --- | --- |
| Cc1ccc(S(=O)(=O)C(C#N)c2nc3ccccc3nc2N2CCCC2)cc1C (configuration not stated) | -12 | 115 | -6 | -3 | 4 | 0.9 | -6 | 0.79 | 4 |
| COC(=O)CSc1nnc(-c2cccnc2)n1-c1cccc(OC)c1 | -10 | 121 | 11 | 1 | 1 | 0.9 | -16 | / | 14 |
| CCn1c(COc2ccc(C)cc2)nnc1SCC(=O)C(C)(C)C | -20 | 105 | -9 | -2 | -1 | 0.9 | -16 | -2.1 | 0 |

Other records:
SMILES	SF-1 act	Her2 expr inh	RORA act	Hsp90 inh	Cdc25B block	TNAP act mid DEA	DUSP1 inh	D1 allo mod	FXIIa mix inh
Cc1cc(C)nc(SCC(=O)Nc2ccc(S(=O)(=O)Nc3onc(C)c3C)cc2)n1	13	80	19	-1	-5	1	-4	-0.57	15
COC(=O)Cn1c(CCS(=O)(=O)c2ccc(C)c(C)c2)nc2ccccc21	-14	90	-11	-4	4	1	7	0.063	4
Cc1cccn2c(=O)c3cc(C(=O)NCc4cccnc4)c(=N)n(C(C)C)c3nc12	8	83	-4	0	-9	0.9	2	-1.8	7
O=C(C1COc2ccccc2O1)N1CCN(c2ccc(F)cc2)CC1 (configuration not stated)	2	100	9	-3	-7	1	12	0.12	-18
O=C1c2ccccc2C(Nc2ccc(Cl)cn2)N1c1ccccn1 (configuration not stated)	-20	95	18	-2	5	0.9	0	-0.21	-2
COc1ccc(N2CCN(Cc3nc4c(c(=O)n(C)c(=O)n4C)n3Cc3ccccc3C)CC2)cc1	-6	98	8	1	-16	0.9	14	2.1	-16
N#CC1=C(N)C(C#N)(C#N)[C@H](c2ccncc2)[C@H]2CC3(CC=C12)OCCO3	-11	89	13	-4	-2	0.9	24	0.11	-19
CCc1ccc(NC(=O)C2CC(=O)N=C(N)S2)cc1 (configuration not stated)	-6	103	-15	-2	-10	0.8	2	-0.61	6
COc1ccc(C(=O)Nc2cc(Cl)ccc2Cl)c(OC)n1	12	86	13	-2	6	1.1	0	-0.73	0
CC(=O)c1ccc(OCC(C)C)c(CC(C(N)=O)C(N)=O)c1	-4	98	-14	-4	-7	0.9	3	-0.94	2
COc1ccc(S(=O)(=O)N2CCN(c3cc(-c4ccccc4)nc4ncnn34)CC2)cc1	-18	88	14	0	-2	0.8	34	-0.055	6
COC(=O)Cn1c(CN2CCOCC2)nc2c1c(=O)[nH]c(=O)n2C	5	85	-3	-3	1	0.9	-2	-0.13	4
CN1CC[n+]2cnc3ccccc3c21	-23	97	-12	-2	-3	1	-11	-0.69	3
COc1cccc(-c2cc(C(=O)N3CCc4ccccc4C3)no2)c1	2	92	-14	0	11	0.8	10	1.1	5
Nc1cc(=O)[nH]c(SCC(=O)Nc2ccc(Br)cc2)n1	4	111	-7	-1	-18	0.9	-3	0.0098	10
COc1cc(-c2nc3n(n2)C(c2ccc(F)cc2)C2=C(CCCC2=O)N3)cc(OC)c1OC (configuration not stated)	18	100	7	1	3	1	31	0.79	-5
CC(=O)NC(Cc1ccc(F)cc1)C(=O)O (configuration not stated)	-2	88	-4	0	-4	0.9	2	-0.16	5
COc1ccc(Cn2nnc3c(=O)[nH]c(C4CCCN(C(=O)c5ccccc5)C4)nc32)cc1 (configuration not stated)	10	98	-9	-1	-10	0.9	12	4.3*	2
OC(CN1CCCCC1)Cn1c(C(F)(F)F)nc2ccccc21 (configuration not stated)	1	63	-26	-3	-3	0.9	-15	-0.58	4
O=C(COC(=O)c1n[nH]c2ccccc12)Nc1ccc(S(=O)(=O)N2CCCC2)cc1	-17	96	-5	-4	14	0.9	4	0.48	14
CCc1ccc(NC(=O)c2cc(-c3ccc(OC)cc3)on2)cc1	-8	41	4	0	2	0.9	-15	/	-8
Cc1ccc(C)c(N2CCN(Cc3nnnn3C3CCCCC3)CC2)c1	10	104	-2	-4	-11	0.9	3	-0.016	1
CCOC(=O)C1C(=O)CC(C)(O)C(C(=O)OCC)C1c1ccc2c(c1)OCO2 (configuration not stated)	1	123	-5	1	-10	/	-5	0.28	/
Cc1ccc(CNC(=O)CCCNC(=O)c2ccc(Cl)cc2)n1C	13	101	-19	-1	-15	0.9	26	-1.3	-20
COc1ccc(-c2ccc(Nc3ccc(S(=O)(=O)N4CCCC4)cc3)nn2)cc1OC	16	56	20	-8	21	0.8	21	1.7	2
COc1cccc2sc(=NC(=O)c3ccc(S(=O)(=O)N4CCOCC4)cc3)n(C)c12	1	118	-13	2	0	1	27	0.63	2
CCOCCCNS(=O)(=O)c1cc(Br)cc2c1N(C(=O)C1CC1)CC2	7	109	0	/	-15	1	0	-0.043	12
COc1ccc(N2C(=O)C3CCCN3C2c2cccc(C)c2)cc1 (configuration not stated)	22	69	-13	-1	-7	0.9	-2	0.036	0
Cc1ccc(-c2nn3nnnc3c3ccccc23)cc1	-17	132	-15	-3	-14	1	5	/	5
CCOC(=O)c1cc(C)sc1N1C(=O)C2C3C=CC(C3)C2C1=O (configuration not stated)	-4	113	0	-2	4	0.9	7	0.1	4
CCN(CCCNC(=O)c1c(C)cc(=O)oc1C)c1ccccc1	-16	80	-33	3	10	0.7	30	-0.065	-7
COCCN1Cc2cccc(C(=O)Nc3ccc(C)c(C)c3)c2C1=O	1	95	0	-4	-28	1	6	-0.17	9
CCCc1cc(=O)[nH]c(Nc2ccc(OC)c(Cl)c2)n1	0	92	-6	-3	-4	0.8	7	0.07	5
CCCn1c(CN2CCCCC2CC)nc2c1c(=O)n(C)c(=O)n2C (configuration not stated)	19	77	-6	-2	-12	0.9	16	0.4	1
CC1CN(C(=O)c2ccc(C(=O)c3ccccc3)cc2)CC(C)O1 (configuration not stated)	-1	149	-5	-4	-13	1	22	-0.68	3
CO[C@@]1(NC(=O)CSCC#N)C(=O)N2C(C(=O)O)=C(CSc3nnnn3C)CS[C@@H]21	-4	110	-6	-8&2	-8	0.8	-3	0.13	15
CN(C)c1nc(SCC#N)nc(N(C)C)n1	16	112	-4	-10	-4	0.9	-12	2.1	8
COc1cccc(N2C(=O)Nc3ccccc3C2(O)C(=O)NCc2ccc3c(c2)OCO3)c1 (configuration not stated)	-12	67	-2	/	-8	0.9	15	0.12	8
COc1ccc(C(CC(=O)O)NC(=O)c2ccccc2)cc1OC (configuration not stated)	5	81	-6	-1	-2	0.9	-16	-0.43	3
CCC(C)NC(=O)C1c2ccccc2C(=O)N1Cc1ccccc1OC (configuration not stated)	-12	102	-7	1	-2	1	10	-0.087	3
COCCNC(=O)CN(c1cc(Cl)ccc1OC)S(C)(=O)=O	1	117	-16	-3	-17	0.9	5	-0.39	1
Cc1ccc(OCc2nnc(SCC(=O)c3ccccc3)n2Cc2ccco2)cc1	5	98	11	-4	-16	0.9	5	0.33	5
CC(=O)n1cc(C2C(=O)CC(C)(C)CC2=O)c2ccccc21	4	95	-3	-2	1	0.9	-12	-0.011	4
CCOC(=O)c1sc2nc3n(c(=O)c2c1C)CCC(C)CC3 (configuration not stated)	37	85	13	-3	-10	0.9	15	1.9	-11
CCOC(=O)C(NC(C)=O)(N1CCOCC1)C(F)(F)F (configuration not stated)	-6	97	1	-3	-21	1	16	0.3	5
N=c1sccn1CC(=O)Nc1ccc2c(c1)CCC2	-4	103	2	-4	-12	0.8	-5	-1.6	-13
CCOC(=O)N1CCC(N2CC34C=CC(O3)C(C(=O)Nc3ccc(OCC)cc3)C4C2=O)CC1 (configuration not stated)	-7	91	2	-1	-3	1	9	/	7
CCNc1nc(NC(C)C)nc(N(C#N)CCOc2ccc(Cl)cc2Cl)n1	-11	83	-7	4	-4	0.8	6	3.2*	0
COc1cccc(-n2c(C)nnc2SCC#N)c1	9	108	-10	-2	-5	0.9	2	/	4
CCCc1cc(C(=O)Cc2ccc(F)cc2)c(O)cc1O	9	-12*	-23	5	-5	1	-11	0.31	/
Nc1nc2n(n1)C(c1ccccc1Cl)CC(c1ccc(F)cc1)N2 (configuration not stated)	-5	105	-14	0	-7	0.9	9	1.8	-1
Cc1cc(=O)n2nc(N3CCCC(C(=O)NCc4ccco4)C3)sc2n1 (configuration not stated)	8	114	6	-4	-16	0.9	-1	-0.13	6
CN(c1ccc(C(=O)NCCC2=CCCCC2)cc1)S(C)(=O)=O	55*	109	63*	-2	6	0.9	1	-0.61	2
O=C(NCc1ccc2c(c1)OCO2)c1nn2cccnc2c1Cl	0	117	-4	-11	0	0.9	11	0.9	-2

Bioassay records as filed in PubChem BioAssay.
